NCI-60 one-dose screen, 48 h, at 10 µM unless noted. Numbers give growth in % (100 = growth as untreated, 0 = no growth, -100 = all killed).
OVCAR-5: OVCAR-5 ovarian cancer | 82,000 tested, 2.9% active
OVCAR-4: OVCAR-4 ovarian cancer cells. 80,000 tested, 3.7% active. AID 1794784
IGROV1: IGROV1 ovarian cancer | 79,000 tested, 4.7% active
TK-10: TK-10 renal cancer cells | AID 1794769 | 81,000 tested, 3.9% active
786-0: 786-0 renal cancer cells; 81,000 tested, 5.1% active
SK-OV-3: SK-OV-3 ovarian cancer cells | 80,000 tested, 3.2% active
UO-31: UO-31 renal cancer; AID 1794768; 81,000 tested, 5.2% active
SN12C: SN12C renal cancer cells | AID 1794767 | 81,000 tested, 3.8% active
* marks the source's active call; other numbers are inactive results. Rule for the calls: active = growth percent below 10; inactive = the rest.

How did O=C(NCc1ccc(Cl)cc1Cl)C1CCC(=O)N1c1cccs1 (stereo not given) do in these assays?
OVCAR-5: 91.2; OVCAR-4: 97.5; IGROV1: 92.4; TK-10: 98.8; 786-0: 94.0; SK-OV-3: 89.6; UO-31: 83.1; SN12C: 97.9

What do the screens show for `CCN(CC)CCNC(=O)c1nc2cc(OC)c(OC)cc2c(=O)n1N`?
OVCAR-5: 96.4; OVCAR-4: 98.7; IGROV1: 99.4; TK-10: 94.6; 786-0: 98.6; SK-OV-3: 98.2; UO-31: 79.3; SN12C: 95.5

How did CC(C)N(C(=O)Cc1ccccc1)C(C)C do in these assays?
OVCAR-5: 105.7; OVCAR-4: 114.6; IGROV1: 99.4; TK-10: 88.6; 786-0: 101.3; SK-OV-3: 108.8; UO-31: 87.7; SN12C: 105.2

Results for O=[N+]([O-])C1CC2C=CC1C2 (stereo not given) ?
OVCAR-5: 103.8; OVCAR-4: 99.7; IGROV1: 102.6; TK-10: 111.8; 786-0: 90.4; SK-OV-3: 101.5; UO-31: 80.8; SN12C: 102.2

How did [O-][n+]1onc(N/N=C/c2ccc(Br)cc2)c1-c1ccccc1 do in these assays?
OVCAR-5: 109.3; OVCAR-4: 106.2; IGROV1: 102.0; TK-10: 147.2; 786-0: 106.2; SK-OV-3: 112.1; UO-31: 93.4; SN12C: 109.4

Results for CC[S+](CC)CC(=O)c1ccc(-c2ccccc2)cc1 ?
OVCAR-5: 119.2; OVCAR-4: 95.3; IGROV1: 92.1; TK-10: 125.1; 786-0: 104.8; SK-OV-3: 96.6; UO-31: 61.3; SN12C: 97.9

Results for COc1ccccc1-c1cc(=O)c2c(OC)c(C=O)c(O)cc2o1 ?
OVCAR-5: 87.0; OVCAR-4: 107.4; IGROV1: 63.6; TK-10: 97.3; 786-0: 108.0; SK-OV-3: 101.3; UO-31: 79.7; SN12C: 100.6

Results for Cc1ccc2ccccc2c1[N+](=O)[O-] ?
OVCAR-5: 115.9; IGROV1: 107.7; TK-10: 109.3; 786-0: 106.6; SK-OV-3: 102.1; UO-31: 86.6; SN12C: 118.8

What do the screens show for `CCCCN(CCCC)CCC(=O)c1ccc(Cl)c2ccccc12`?
OVCAR-5: 99.5; OVCAR-4: 108.9; IGROV1: 89.8; TK-10: 89.4; 786-0: 101.0; SK-OV-3: 112.7; UO-31: 84.5; SN12C: 103.9

Results for COc1cc(-c2c(C#N)c(N)n(-c3nccs3)c(=O)c2C#N)cc(OC)c1OC ?
OVCAR-5: 93.2; OVCAR-4: 95.7; IGROV1: 91.0; 786-0: 102.0; SK-OV-3: 100.2; UO-31: 98.9; SN12C: 100.9

Results for CCOC(=O)C(CC(Nc1ccc(OC)cc1)c1ccccc1)[N+](=O)[O-] (stereo not given) ?
OVCAR-5: 105.5; OVCAR-4: 117.5; IGROV1: 95.8; TK-10: 94.5; 786-0: 99.3; SK-OV-3: 76.9; UO-31: 88.0; SN12C: 102.1

How did COc1ccc(-c2nc3n[nH]c(-c4ccc(OC)cc4)c3c(-c3ccc(C(F)(F)F)cc3)c2C#N)cc1 do in these assays?
OVCAR-5: 86.9; OVCAR-4: 62.1; IGROV1: 71.3; TK-10: 127.4; 786-0: 76.8; SK-OV-3: 70.8; UO-31: 62.2; SN12C: 81.0

How did O=c1[nH]cc(Cl)cc1O do in these assays?
OVCAR-5: 106.1; OVCAR-4: 100.9; IGROV1: 91.0; TK-10: 89.4; 786-0: 101.3; SK-OV-3: 100.7; UO-31: 62.4; SN12C: 95.0

What do the screens show for `COc1cc(-c2c(-c3ccccc3)noc2C(=O)Nc2ccc(OC(F)(F)Cl)cc2)c(OC)c2c1OCO2`?
OVCAR-5: 101.4; OVCAR-4: 92.2; IGROV1: 103.3; TK-10: 107.7; 786-0: 94.6; SK-OV-3: 112.9; UO-31: 89.0; SN12C: 88.9

What do the screens show for `Cc1ccsc1[C@@H]1C[C@@H]2Cc3cc(Cl)ccc3N1O2`?
OVCAR-5: 77.2; IGROV1: 97.4; TK-10: 89.8; 786-0: 91.5; SK-OV-3: 101.0; UO-31: 92.4; SN12C: 108.6

Results for CCN(CC)c1ccc2cc(NC(=O)OCCNC(=O)CCNC(=O)[C@H](CC(C)C)NC(=O)C(C)(C)NC(=O)C(C)(C)NC(=O)[C@H](CC(C)C)NC(=O)CCNC(=O)C(C)(C)NC(=O)[C@H](CC(C)C)NC(=O)CCNC(=O)[C@@](C)(CC)NC(=O)[C@H](C)NC(=O)CCNC(=O)C(C)(C)NC(=O)[C@H](C)NC(=O)[C@@H]3CCCN3C(=O)[C@@](C)(CC)NC(=O)[C@H](Cc3ccccc3)NC(=O)C3CCCN3C(=O)C(C)(C)NC(=O)C3CCCN3C(=O)C(C)(C)NC(C)=O)c(=O)oc2c1 (stereo not given in full) ?
OVCAR-5: -87.7*; OVCAR-4: -94.9*; IGROV1: -69.3*; TK-10: -93.3*; 786-0: -94.8*; UO-31: -80.5*; SN12C: -74.6*

How did CCOC(=O)c1c(C)[nH]c(C(=O)CCC(=O)OC)c1C do in these assays?
OVCAR-5: 100.4; OVCAR-4: 106.6; IGROV1: 103.9; TK-10: 84.3; 786-0: 92.9; SK-OV-3: 100.8; UO-31: 92.7; SN12C: 110.1

Results for O=C(CCBr)NC(=O)Nc1ccccc1 ?
OVCAR-5: 100.1; OVCAR-4: 99.9; IGROV1: 93.5; TK-10: 77.7; 786-0: 95.2; SK-OV-3: 107.9; UO-31: 66.5; SN12C: 89.6

Results for Cc1ccc(NC(=O)CCC(=O)NS(=O)(=O)c2ccc(C)cc2)cc1 ?
OVCAR-5: 101.7; OVCAR-4: 112.6; IGROV1: 105.9; TK-10: 100.4; 786-0: 105.1; SK-OV-3: 94.9; UO-31: 84.6; SN12C: 103.6

How did CC(=O)NC1CCC(=O)C=C1c1ccccc1 (stereo not given) do in these assays?
OVCAR-5: 105.5; OVCAR-4: 106.2; IGROV1: 116.1; TK-10: 106.6; 786-0: 101.3; SK-OV-3: 104.5; UO-31: 92.7; SN12C: 105.7

Results for COc1ccc(-c2c[nH]c(C(=O)O)c2-c2cc(OC)cc(OC)c2)cc1 ?
OVCAR-5: 102.2; OVCAR-4: 104.2; IGROV1: 98.9; TK-10: 91.1; 786-0: 94.0; SK-OV-3: 97.1; UO-31: 90.8; SN12C: 98.8

What do the screens show for `CC(=O)c1cc2c(N)c(C(=O)Nc3cccc4ccccc34)sc2nc1C`?
OVCAR-5: 64.0; OVCAR-4: 59.6; IGROV1: 34.7; TK-10: 56.2; 786-0: 31.6; SK-OV-3: 26.8; UO-31: 42.9; SN12C: 40.9

Results for C[C@H](NC(=O)C(C)(F)F)[C@H](Oc1ccc2c(cnn2-c2cccc(C(=O)NCCCCN)c2)c1)c1ccc2c(c1)OCCO2 ?
OVCAR-5: 75.4; OVCAR-4: 82.1; IGROV1: 101.1; TK-10: 105.5; 786-0: 84.0; SK-OV-3: 56.2; UO-31: 74.0; SN12C: 66.4

Results for COc1cc(C2=NN(c3ccccc3)C(c3sc(N(C)Cc4ccccc4)nc3Cl)C2)cc(OC)c1OC (stereo not given) ?
OVCAR-5: 107.9; OVCAR-4: 107.7; IGROV1: 91.9; TK-10: 116.2; 786-0: 96.8; SK-OV-3: 106.4; UO-31: 81.7; SN12C: 98.8

What do the screens show for `CCCCCCN1C=C/C(=C\C(=O)n2ccc3ccccc32)c2ccccc21`?
OVCAR-5: 90.9; OVCAR-4: 33.3; IGROV1: 42.9; TK-10: 114.0; 786-0: 86.6; SK-OV-3: 59.9; UO-31: 52.0; SN12C: 67.6

Results for CN1CCN(Cc2ccc(NC(=O)c3cncc(C#Cc4c(N)ncc5ccc(F)cc45)c3)cc2C(F)(F)F)CC1 ?
OVCAR-5: -84.6*; OVCAR-4: 36.1; IGROV1: 11.0; TK-10: 11.5; 786-0: -71.9*; SK-OV-3: 60.0; UO-31: -78.9*; SN12C: 36.4

Results for N#Cc1ccc(-c2nn(-c3ccc(C(=O)O)cc3)cc2CNc2ccc(Oc3ccccc3)cc2)cc1 ?
OVCAR-5: 81.1; OVCAR-4: 73.7; IGROV1: 74.7; TK-10: 77.1; 786-0: 30.5; SK-OV-3: 110.7; UO-31: 66.5; SN12C: 34.1

What do the screens show for `CN1CCc2nc3sc(C(=O)Nc4cccc5ccccc45)c(N)c3cc2C1`?
OVCAR-5: 101.8; OVCAR-4: 91.2; IGROV1: 85.0; TK-10: 133.9; 786-0: 99.9; SK-OV-3: 97.5; UO-31: 84.0; SN12C: 101.9

How did BrCCCc1n(Cc2ccc3ccccc3c2)c2ccccc2[n+]1Cc1ccc2ccccc2c1 do in these assays?
OVCAR-5: -5.0*; OVCAR-4: -24.7*; IGROV1: -71.9*; TK-10: -85.7*; 786-0: -90.7*; SK-OV-3: -38.2*; UO-31: 52.8; SN12C: -92.8*

What do the screens show for `O=S(Nc1ccccc1)c1ccccc1Oc1ccccc1` (stereo not given)?
OVCAR-4: 88.1; IGROV1: 52.8; TK-10: 90.3; 786-0: 98.3; SK-OV-3: 113.1; UO-31: 74.7; SN12C: 88.7

3 entries out of the list, arranged by number of heavy atoms, low to high:
Results for COc1ccc(-c2c[nH]c(C(=O)O)c2-c2cc(OC)cc(OC)c2)cc1 ?
OVCAR-5: 102.2; OVCAR-4: 104.2; IGROV1: 98.9; TK-10: 91.1; 786-0: 94.0; SK-OV-3: 97.1; UO-31: 90.8; SN12C: 98.8

How did BrCCCc1n(Cc2ccc3ccccc3c2)c2ccccc2[n+]1Cc1ccc2ccccc2c1 do in these assays?
OVCAR-5: -5.0*; OVCAR-4: -24.7*; IGROV1: -71.9*; TK-10: -85.7*; 786-0: -90.7*; SK-OV-3: -38.2*; UO-31: 52.8; SN12C: -92.8*

Results for N#Cc1ccc(-c2nn(-c3ccc(C(=O)O)cc3)cc2CNc2ccc(Oc3ccccc3)cc2)cc1 ?
OVCAR-5: 81.1; OVCAR-4: 73.7; IGROV1: 74.7; TK-10: 77.1; 786-0: 30.5; SK-OV-3: 110.7; UO-31: 66.5; SN12C: 34.1

Returning to the listing, starting 2 compounds before the break.
How did BrCCCc1n(Cc2ccc3ccccc3c2)c2ccccc2[n+]1Cc1ccc2ccccc2c1 do in these assays?
OVCAR-5: -5.0*; OVCAR-4: -24.7*; IGROV1: -71.9*; TK-10: -85.7*; 786-0: -90.7*; SK-OV-3: -38.2*; UO-31: 52.8; SN12C: -92.8*

What do the screens show for `O=S(Nc1ccccc1)c1ccccc1Oc1ccccc1` (stereo not given)?
OVCAR-4: 88.1; IGROV1: 52.8; TK-10: 90.3; 786-0: 98.3; SK-OV-3: 113.1; UO-31: 74.7; SN12C: 88.7

What do the screens show for `CC(=O)NC(C)(C)C1(C)CCC(=O)N1` (stereo not given)?
OVCAR-5: 85.7; OVCAR-4: 109.8; IGROV1: 108.3; TK-10: 88.7; 786-0: 95.4; SK-OV-3: 104.2; UO-31: 99.9

Results for C=C(C)[C@@H]1CC[C@]2(C)[C@H](CC[C@@H]3[C@@H]4[C@@H](O)C(C)(C)CC[C@]4(CO)CC[C@]32C)[C@@]1(C)CCCN ?
OVCAR-5: 101.2; OVCAR-4: 102.3; IGROV1: 101.5; TK-10: 101.7; 786-0: 99.5; SK-OV-3: 100.7; UO-31: 97.9; SN12C: 96.7

What do the screens show for `CCOC(=O)c1c(C)nc2c(c1N)/C(=C/c1ccco1)C(=O)N2Cc1ccccc1`?
OVCAR-5: 105.7; OVCAR-4: 113.5; IGROV1: 106.7; TK-10: 86.6; 786-0: 94.2; SK-OV-3: 93.5; UO-31: 90.0; SN12C: 107.7

What do the screens show for `O=c1ccc2c([N+](=O)[O-])cccc2[nH]1`?
OVCAR-5: 98.5; IGROV1: 101.9; TK-10: 108.5; 786-0: 104.0; SK-OV-3: 98.3; UO-31: 95.6; SN12C: 92.8

How did CCCN1CC(c2ccc(OC)c(OC)c2)=C(c2cn(C)c3ccccc23)C1=O do in these assays?
OVCAR-5: 82.8; OVCAR-4: 81.7; IGROV1: 65.7; 786-0: 77.8; UO-31: 74.8; SN12C: 88.0

What do the screens show for `N#Cc1c(NC(=O)c2ccc(Cl)cc2)n[nH]c1Nc1ccccc1`?
OVCAR-5: 98.6; OVCAR-4: 117.3; IGROV1: 105.5; TK-10: 108.1; 786-0: 103.3; SK-OV-3: 126.9; UO-31: 91.9; SN12C: 101.5

How did Brc1c(NC2=NCCN2)ccc2nccnc12 do in these assays?
OVCAR-5: 107.2; OVCAR-4: 113.1; IGROV1: 112.1; TK-10: 116.4; 786-0: 100.8; SK-OV-3: 124.2; UO-31: 84.8; SN12C: 102.4

Results for Cc1cc(SCc2ccc(Cl)cc2Cl)nc(SCc2ccc(Cl)cc2Cl)n1 ?
OVCAR-5: 97.8; OVCAR-4: 88.2; IGROV1: 99.5; TK-10: 94.9; 786-0: 103.1; SK-OV-3: 116.2; UO-31: 97.5; SN12C: 111.6

Results for Nc1nc(N)c2c(n1)NC(c1ccc(C(F)(F)F)cc1)CC(c1ccc(Nc3nc(NCCO)nc(N4CCOCC4)n3)cc1)=N2 (stereo not given) ?
OVCAR-5: 97.6; OVCAR-4: 79.5; IGROV1: 72.6; TK-10: 97.5; 786-0: 62.7; SK-OV-3: 99.7; UO-31: 80.4; SN12C: 78.2

What do the screens show for `N#C/C(=C/c1ccc2c(c1)OCO2)C(=O)c1ccccc1`?
OVCAR-5: 97.4; OVCAR-4: 102.1; IGROV1: 85.5; TK-10: 95.1; 786-0: 101.1; SK-OV-3: 115.1; UO-31: 74.4; SN12C: 107.7

Results for CCOC(=O)[C@@H]1CSC(CC)=C(C(=O)O)N1 ?
OVCAR-5: 107.2; OVCAR-4: 116.7; IGROV1: 108.8; TK-10: 109.7; 786-0: 92.2; SK-OV-3: 69.1; UO-31: 85.1; SN12C: 98.4
